Screening data deposited in PubChem by Broad Institute.
E-selectin induc: induces E-selectin expression in human endothelial cells | P16581 | HUVEC E-selectin immunofluorescence imaging; normalized: neutral wells 0, TNF-alpha wells 100 | activation, % at 7.58 µM | 260,000 compounds, 0.37% hits;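 active means mean E-selectin-positive cell signal at least 10% of the positive control, reached in at least 60% of replicates, without over 20% cell loss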;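 further: in these data hits start at about 27%; measured in HUVEC primary endothelial cells; signal is the percent of cells scored E-selectin positive by PE staining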
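System: HUVEC, human umbilical vein endothelial cells; quantity: 3,000 cells/well; buffer or medium: EGM-2 medium, gelatin-coated wells; dosing: single-point compound dose; detection: immunofluorescence imaging; evaluation: % PE-positive cells; benchmarks: TNF-alpha, DMSO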
RAD52 inh: RAD52 (human) annealing inhibition; 360,000 compounds, 0.46% hits; P43351; recombinant RAD52 DNA annealing, FRET fluorescence; AID 651710; inhibition, % at 18.7 µM;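 active means every replicate showing at least 50% inhibition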
PglD inh: PglD (C. jejuni) enzyme inhibition | 360,000 compounds, 0.098% hits | inhibition, % at 12.5 µM | purified PglD enzyme, DTNB colorimetric CoA detection; in the data active means inhibition above about 16%, passing the limit was not always enough; further: strong numbers were not always called active
Cneo AK release: causes C. neoformans cell lysis; adenylate kinase release luminescence, 4 h; normalised: neutral wells 0, clomiphene wells 100; 360,000 compounds, 0.2% hits; lysis activity, % at 15 µM; AID 651654;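 active means mean lysis activity across replicates of at least 80%, whatever share of replicates individually reach that level; inactive means mean lysis activity below 80%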
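Material: C. neoformans cells | Amount: Yeast cell density of 5 × 10^6 cells/mL | Medium: Fresh YPD growth medium | Dosing: Single dose | Times: Static 4 h at 37 °C with compound, 1 h detection | Detection: AK luminescence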
RAD54 inh: RAD54 (human) branch migration inhibition | Q92698 | RAD54 Holliday junction branch migration, FAM/BHQ fluorescence | inhibition, % at 10.4 µM | 360,000 compounds, 0.14% hits;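 active means mean normalized replicate activity at least 40 and at least half of replicates scoring 40 or more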;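 further: 0% = median of neutral control wells and 100% = median of positive control wells; inhibitors cause a drop in the FAM fluorescence signal; in these data hits start at about 50%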
PGC1a acetyl inh: lowers PGC1a acetylation signal in U2OS cells. AlphaScreen anti-acetyl-lysine; with virally co-expressed GCN5 acetyltransferase. inhibition, % at 15.6 µM. AID 651687. 350,000 compounds, 0.17% hits;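 active means every replicate shows inhibition of at least 40%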;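 further: 0% = neutral control wells and 100% = positive control wells; some results beyond the cut were filed as inactive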
ERAP1 inh: blocks human ERAP1 aminopeptidase activity. Q9NZ08. recombinant ERAP1, Leu-AMC fluorescence, 60 min. inhibition, % at 10.7 µM. 340,000 compounds, 0.15% hits. AID 652197;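 active means mean replicate inhibition of at least 30%, or all replicates individually reaching that 30% level; inactive means mean below 30% and not every replicate reaching it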;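 further: 0% = neutral control wells and 100% = L-leucinethiol positive control wells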
Target sequence (Q9NZ08 whole entry, looked up): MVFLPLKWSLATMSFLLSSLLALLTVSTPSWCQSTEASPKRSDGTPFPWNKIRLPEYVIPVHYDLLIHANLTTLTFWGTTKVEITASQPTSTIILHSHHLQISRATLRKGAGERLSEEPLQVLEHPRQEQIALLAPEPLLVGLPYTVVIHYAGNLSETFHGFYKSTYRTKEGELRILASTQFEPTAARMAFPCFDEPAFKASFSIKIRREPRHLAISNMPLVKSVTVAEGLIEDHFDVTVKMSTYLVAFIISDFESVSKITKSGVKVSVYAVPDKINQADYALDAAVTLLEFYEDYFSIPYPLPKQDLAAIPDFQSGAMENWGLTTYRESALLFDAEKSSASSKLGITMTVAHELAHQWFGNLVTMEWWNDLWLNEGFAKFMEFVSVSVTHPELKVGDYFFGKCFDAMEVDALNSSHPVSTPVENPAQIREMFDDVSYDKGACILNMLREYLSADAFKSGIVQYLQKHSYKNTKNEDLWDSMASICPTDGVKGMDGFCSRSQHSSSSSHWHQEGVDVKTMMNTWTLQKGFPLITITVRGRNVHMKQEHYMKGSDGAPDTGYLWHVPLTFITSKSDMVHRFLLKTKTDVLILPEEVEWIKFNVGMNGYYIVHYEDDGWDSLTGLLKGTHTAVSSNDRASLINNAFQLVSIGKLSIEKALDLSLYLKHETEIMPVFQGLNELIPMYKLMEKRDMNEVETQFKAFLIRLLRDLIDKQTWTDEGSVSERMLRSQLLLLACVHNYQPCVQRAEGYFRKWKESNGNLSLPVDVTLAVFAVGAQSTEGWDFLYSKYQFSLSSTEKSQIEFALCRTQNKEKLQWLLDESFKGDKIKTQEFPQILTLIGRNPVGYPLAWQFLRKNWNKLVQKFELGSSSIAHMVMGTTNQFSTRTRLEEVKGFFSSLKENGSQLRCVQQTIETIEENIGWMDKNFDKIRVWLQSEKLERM
miR122 inh: miR-122 inhibition in Huh7 cells. Huh7 miR-122 Renilla luciferase sensor, 48 h; neutral wells = 0, positive control = 100. activation (reporter increase), % at 12.5 µM. 340,000 compounds, 0.3% hits;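 active means mean replicate activation score at least 90 and every replicate individually at or above 90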;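 further: higher luciferase means less miR-122 activity so hits act as miR-122 inhibitors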
Active calls of the source: *; . = not tested or not shown; [ ] = remark or other dose.

Fields – PglD inh	PGC1a acetyl inh	E-selectin induc	miR122 inh	ERAP1 inh	Cneo AK release	RAD52 inh	RAD54 inh
Fc1ccc(CNc2ccc(N3CCN(Cc4ccccc4)CC3)cc2)cc1
  -1	.	-0.2	-3	-3	4	-10	-8
O=C(CCC(=O)c1ccc(Cl)cc1)NCc1ccccc1
  3	-4	.	3	1	1	-17	5
COc1ccc(NC(=O)CN2C(=O)COc3ccccc32)cc1OC
  -1	19	0.0	-3	.	0	-6	5
CCN(CC)c1ccc(NC(=S)NC(=O)Cc2ccccc2)cc1
  6	-6	.	7	.	23	.	-2
CN(CC1CCOCC1)C(=O)CC1C(=O)NCCN1Cc1ccc(Cl)c(F)c1 (stereo not given)
  8	0	-3.9	1	2	0	-22	6
CNC(=O)C1CC(=O)N(c2ccc(OCC(=O)N3CCCC3)cc2)C1 (stereo not given)
  -5	.	0.2	.	3	3	9	1
CCOc1ncccc1C(=O)Nc1cccc(-n2cnnn2)c1C
  1	1	.	4	-2	0	-3	2
O=S(=O)(Cc1ccccc1Cl)NCCc1ccccc1
  -3	-2	.	32	2	-1	-5	1
COCCCN(Cc1ccccn1)S(=O)(=O)Cc1ccccc1
  .	-8	.	1	.	1	.	10
Cc1ccc(/C=C2\SC(=O)N(CCC(=O)N3CCN(C)CC3)C2=O)cc1
  3	.	.	.	-2	-14	2	10
COCCNC(=O)C1(C)CCN(Cc2noc(-c3c(C)noc3C)n2)C1 (stereo not given)
  -8	.	.	-4	.	2	.	-5
COc1ccc(C=C2CCC3C(=O)CCCC3(C)C2=O)cc1 (stereo not given)
  0	-6	0.1	-1	-5	-2	-12	4
COc1ccc(-n2c(SCC(=O)Nc3ccccc3C)nc(O)c(Cc3ccccc3)c2=O)cc1
  1	-5	.	0	1	-1	-15	0
COc1cc(OC)c2ccc(=O)oc2c1C(CC(=O)N1CCOCC1)c1ccc2c(c1)OCO2 (stereo not given)
  4	.	-0.2	-4	5	3	9	4
COc1ccc(-c2nn3c(-c4ccccc4)nnc3s2)cc1
  5	-9	.	-18	.	2	.	5
CCCNC(=O)N(C)C[C@H]1Oc2ncc(C#CC3CC3)cc2C(=O)N([C@H](C)CO)C[C@@H]1C
  2	10	0.5	0[16.7 µM]	-1	-9	3	8
CC(=O)Nc1cc(C(=O)OCC(=O)c2ccc(Cl)cc2Cl)ccc1C
  -2	.	.	-14	.	0	.	-8
O=C(NCCc1ccccc1)C(=O)c1c(-c2ccccc2)[nH]c2ccccc12
  -1	-3	.	87	1	1	-15	2
Cc1ccnc(NS(=O)(=O)c2ccc(N3C(=O)c4c(Cl)c(Cl)c(Cl)c(Cl)c4C3=O)cc2)n1
  1	-4	.	-2	.	0	.	-6
COc1ccc(CN(C)C[C@@H]2OCCCC[C@@H](C)Oc3ccc(N(C)C)cc3C(=O)N([C@@H](C)CO)C[C@H]2C)cc1
  -2	-9	-0.2	8[16.7 µM]	1	0	9	1
c1ccc(-n2ncc3c(NCc4cccnc4)ncnc32)cc1
  2	-15	.	2	.	-11	.	0
O=c1cc(-c2ccccc2)oc2cccc(O)c12
  1	-16	.	-5	-1	0	0	-5
COc1cnc(N(C)C)nc1Sc1cccc(Cl)c1
  -5	-4	.	1	.	4	.	-9
O=C1NC(c2ccccc2)=C(c2ccc3ccccc3n2)C(c2ccncc2)N1 (stereo not given)
  6	-1	.	2	.	-7	.	11
CC(C)(Oc1ccc(Cl)cc1)C(=O)OCC(=O)NCCc1ccc(S(N)(=O)=O)cc1
  -5	.	0.1	-5	-1	0	-9	-7
COc1ccc(NC(=O)N(C)C[C@@H]2OCCCC[C@@H](C)Oc3ccc(NC(=O)c4ccccc4)cc3C(=O)N([C@@H](C)CO)C[C@@H]2C)cc1
  .	7	-0.1	.	-1	.	7	.
COc1ccc(NC(=O)CCN2CCN(S(=O)(=O)c3ccc(OC)cc3)CC2)cc1
  -1	-9	2.5	-2	-1	3	1	-5
Cc1cccc(C(C)C)c1NC(=O)CN1C(=O)NC(Cc2ccccc2)C1=O (stereo not given)
  .	3	-0.4	-5	-2	.	-7	.
CC1(C)CC(=O)C(C(O)c2ccc([N+](=O)[O-])cc2)C(C)(C)N1 (stereo not given)
  -6	7	-0.1	-4	1	6	12	10
Cc1ccc(OCC(=O)OC(C)CN2CCCCC2)cc1 (stereo not given)
  -6	5	.	-1	1	-4	-21	-5

An excerpt of these results, bar-delimited:
molecule | PglD inh | PGC1a acetyl inh | E-selectin induc | miR122 inh | ERAP1 inh | Cneo AK release | RAD52 inh | RAD54 inh
CN(CC1CCOCC1)C(=O)CC1C(=O)NCCN1Cc1ccc(Cl)c(F)c1 (stereo not given) | 8 | 0 | -3.9 | 1 | 2 | 0 | -22 | 6
CNC(=O)C1CC(=O)N(c2ccc(OCC(=O)N3CCCC3)cc2)C1 (stereo not given) | -5 | . | 0.2 | . | 3 | 3 | 9 | 1

Compounds shown so far that contain four or more nitrogen atoms:
Fields – PglD inh	PGC1a acetyl inh	E-selectin induc	miR122 inh	ERAP1 inh	Cneo AK release	RAD52 inh	RAD54 inh
CCOc1ncccc1C(=O)Nc1cccc(-n2cnnn2)c1C
  1	1	.	4	-2	0	-3	2
COCCNC(=O)C1(C)CCN(Cc2noc(-c3c(C)noc3C)n2)C1 (stereo not given)
  -8	.	.	-4	.	2	.	-5
COc1ccc(-c2nn3c(-c4ccccc4)nnc3s2)cc1
  5	-9	.	-18	.	2	.	5
CCCNC(=O)N(C)C[C@H]1Oc2ncc(C#CC3CC3)cc2C(=O)N([C@H](C)CO)C[C@@H]1C
  2	10	0.5	0[16.7 µM]	-1	-9	3	8
Cc1ccnc(NS(=O)(=O)c2ccc(N3C(=O)c4c(Cl)c(Cl)c(Cl)c(Cl)c4C3=O)cc2)n1
  1	-4	.	-2	.	0	.	-6
c1ccc(-n2ncc3c(NCc4cccnc4)ncnc32)cc1
  2	-15	.	2	.	-11	.	0
O=C1NC(c2ccccc2)=C(c2ccc3ccccc3n2)C(c2ccncc2)N1 (stereo not given)
  6	-1	.	2	.	-7	.	11
COc1ccc(NC(=O)N(C)C[C@@H]2OCCCC[C@@H](C)Oc3ccc(NC(=O)c4ccccc4)cc3C(=O)N([C@@H](C)CO)C[C@@H]2C)cc1
  .	7	-0.1	.	-1	.	7	.

Additional entries.
Fields – PglD inh	PGC1a acetyl inh	E-selectin induc	miR122 inh	ERAP1 inh	Cneo AK release	RAD52 inh	RAD54 inh
CCOC(=O)C1=C(C)N(CCCCCC(=O)O)C(=O)NC1c1cccc([N+](=O)[O-])c1 (stereo not given)
  5	-20	-0.1	-4	-5	0	-69	-1
CCc1ccc2[nH]cc(S(=O)(=O)c3ccc(C)c(C)c3)c(=O)c2c1
  1	-5	.	8	-1	0	-17	-4
Nc1ccc2c(c1)OC1(CCCC1)O2
  .	2	2.5	0	1	.	-20	.
Cc1nnc(SCC(=O)NC(C)(C)C)n1CCc1ccccc1
  -1	-3	.	-4	.	0	.	-1
C=CCC(C#N)(c1ccc(OC)c(OC)c1)c1cnccn1 (stereo not given)
  -1	.	-0.1	.	-5	-3	-7	3
CC(C)N(C)Cc1nnnn1CC(=O)N(C)Cc1ccc(F)cc1
  2	0	0.1	-9	-2	-3	-17	1
C[C@H](O)C#Cc1ccc([C@H]2[C@@H](CO)N3CCCCN(C(=O)c4ccncc4)C[C@@H]23)cc1
  4	3	-0.1	-2[16.7 µM]	5	2	-9	-5
COC(=O)C(Cc1cnc(Cl)s1)(C(=O)OC)c1ccc([N+](=O)[O-])cc1[N+](=O)[O-]
  7	-5	.	-4	.	-1	.	1
C[C@@H]1CCCCO[C@H](CN(C)S(=O)(=O)c2ccc(Cl)cc2)[C@@H](C)CN([C@H](C)CO)C(=O)c2cc(NC(=O)Nc3ccccc3)ccc2O1
  -7	15	0.1	-2[16.7 µM]	-1	1	3	7
Cc1ccccc1NC(=O)c1cc2ccccn2n1
  1	8	12	.	.	-3	-3	17
Cc1ccc(S(=O)(=O)N2CCCC2)cc1C(=O)N1CCN(Cc2ccccc2)CC1
  0	9	.	-7	4	-3	-13	3
O=C(C[C@@H]1C=C[C@H](NC(=O)C2CC2)[C@@H](CO)O1)Nc1ccccc1
  -2	5	-0.4	.	-2	2	2	-2
O=C(CN1C(=O)NC2(CCCCC2)C1=O)Nc1ccc(S(=O)(=O)N2CCOCC2)cc1
  -7	-11	.	5	.	0	.	-1
O=C(NC1CCCC1)[C@H]1[C@H](CO)[C@H]2Cn3c(ccc(-c4cccnc4)c3=O)[C@H]2N1CC1CC1
  -1	.	-1.8	0[16.7 µM]	0	0	-18	7
O=C(c1ccccn1)N1CC(=O)N2[C@@H](CO)[C@H](c3ccc(-c4cccc(F)c4)cc3)[C@@H]2C1
  .	4	0.4	.	-4	.	3	.
O=C(C1=C(O)C(=O)N(CC2CCCO2)C1c1ccccc1Cl)c1ccco1 (stereo not given)
  -7	.	.	-1	4	8	-20	-1
COc1cc(F)c(C(=O)NC(C)(C)CO)cc1OC
  -2	.	0.3	.	-3	-2	2	-6
CCCCNC(=O)C1CC(c2ccccc2[N+](=O)[O-])=NO1 (stereo not given)
  5	-3	-0.2	5	-2	0	-6	7
N#CC(=C=[N-])C1=C(C#N)C(c2ccccc2F)C([n+]2ccccc2)C(O)(C2CC2)N1 (stereo not given)
  -4	8	.	-2	-7	-2	-65	-8
O=C(NCc1ccc(Cl)cc1)C1CCN(C(=O)c2ccco2)CC1
  -1	12	.	2	0	1	-5	10
O=C(NCC(=O)N1CCN(S(=O)(=O)c2cccs2)CC1)c1ccc(Cl)cc1
  2	-14	-0.1	-8	-2	1	-15	-6
